High-throughput results as filed in PubChem.
Rac1 wt GTP bind = alters GTP binding to wildtype human Rac1; GST-Rac1 beads, fluorescent GTP binding, flow cytometry; actives lie on both sides; 0 = cold GTP competed, 100 = untreated; hit rate 0.27% among 190,000; P63000; AID 757; GTP binding activity (% of control), % at 10 µM;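 active means GTP binding activity at least 20 points away from the 100% control level, either lower or higher; inconclusive means compound flagged as likely green fluorescent, judged across all proteins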
Rac1 act GTP bind = human Rac1 activated mutant GTP binding change; P63000; GST-Rac1 activated beads, fluorescent GTP binding, flow cytometry; actives lie on both sides; 100% means binding = to untreated wells; percent activity (GTP binding), % at 10 µM; hit rate 0.11% among 190,000; AID 764;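 active means GTP binding at least 20 percentage points away from the 100% baseline, in either direction, so actives lie on both sides; inconclusive means Compound likely fluorescent itself, or too few beads counted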
Cdc42 wt GTP = human Cdc42 wildtype GTP binding change, either direction; P60953; GST-Cdc42 beads, Bodipy-GTP binding, flow cytometry; actives lie on both sides; percent activity (GTP binding), % at 10 µM; hit rate 0.2% among 190,000; AID 761;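 active means percent activity GTP binding at least 20 points away from the 100% baseline, either down as inhibitor or up as activator; inconclusive means compound flagged as likely green fluorescent from well-wide comparison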;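 further: median bead fluorescence of bound Bodipy-FL-GTP at 100 nM; 0% = excess unlabeled GTP control and 100% = no compound control; below 100% means less GTP binding so inhibitor and above means activator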
Target sequence (P60953 whole entry, looked up): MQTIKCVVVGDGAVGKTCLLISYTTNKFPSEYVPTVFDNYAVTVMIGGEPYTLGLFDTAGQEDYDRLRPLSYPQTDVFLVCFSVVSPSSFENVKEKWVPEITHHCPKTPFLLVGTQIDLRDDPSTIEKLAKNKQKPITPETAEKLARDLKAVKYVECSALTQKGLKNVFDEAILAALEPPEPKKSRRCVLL
Mcl1 Bid PPI = Mcl-1/Bid interaction inhibition; TR-FRET Mcl-1/Bid-Dy647 peptide binding, 1536-well; inhibition, % at 21.7 µM; hit rate 0.97% among 220,000;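 active means compounds that cut the binding signal by more than half at the single screening dose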;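 further: His-tagged Mcl-1 with europium anti-His antibody binding Bid BH3 peptide; 0% = Mcl-1 plus peptide wells and 100% = peptide-only wells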
Target sequence (Q07820 whole entry, looked up): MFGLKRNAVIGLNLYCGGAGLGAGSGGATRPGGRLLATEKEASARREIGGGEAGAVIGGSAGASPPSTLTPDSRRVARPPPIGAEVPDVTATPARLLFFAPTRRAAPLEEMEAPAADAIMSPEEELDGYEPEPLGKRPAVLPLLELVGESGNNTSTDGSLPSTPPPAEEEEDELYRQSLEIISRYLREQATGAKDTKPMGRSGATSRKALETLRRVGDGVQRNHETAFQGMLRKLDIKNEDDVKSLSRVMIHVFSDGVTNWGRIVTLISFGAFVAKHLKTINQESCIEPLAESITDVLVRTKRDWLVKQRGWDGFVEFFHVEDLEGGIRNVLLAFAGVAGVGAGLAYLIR
Mcl1 Noxa PPI = disrupts binding of human Mcl-1 to Noxa peptide; Q07820; TR-FRET Mcl-1/Noxa peptide binding, 2 h; inhibition, % at 21.7 µM; hit rate 1.5% among 220,000; AID 1022;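 active means compounds that cut the protein-peptide binding signal by more than 50% relative to plate controls in a single-dose test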;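 further: His-tagged Mcl-1 with rhodamine Noxa BH3 peptide and terbium anti-His antibody; 0% = Mcl-1 plus Noxa peptide wells and 100% = peptide-only wells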
HRas wt GTP = modulators of GTP binding to human HRas wildtype. GTP binding activity, % at 10 µM. AID 759. P01112. GST-Ras wt beads, Bodipy-FL-GTP binding, flow cytometry; actives lie on both sides. hit rate 0.14% among 190,000;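 active means GTP binding activity at least 20% away from the 100% baseline, either lowered as inhibitor or raised as activator; inconclusive means flagged as likely green fluorescent, judged across all proteins in the well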;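 further: 0% = unlabeled GTP competition control and 100% = no-compound control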
Target sequence (P01112 whole entry, looked up): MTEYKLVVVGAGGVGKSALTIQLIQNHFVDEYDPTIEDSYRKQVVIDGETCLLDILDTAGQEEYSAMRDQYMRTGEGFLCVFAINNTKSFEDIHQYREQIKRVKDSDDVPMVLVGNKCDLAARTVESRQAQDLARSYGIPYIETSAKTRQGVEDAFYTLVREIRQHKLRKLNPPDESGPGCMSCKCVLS
Avidin fluor = avidin bead compound fluorescence profile. Avidin beads, compound fluorescence 488/530 nm, flow cytometry; active compounds read high. AID 1775. fluorescence (KMESF) at 10 µM. hit rate 0.38% among 220,000; in the data active means fluorescence above about 47; further: inactives centre near 10
Rab2A wt mod = changes GTP binding to wildtype dog Rab2A, up or down | AID 760 | hit rate 0.19% among 190,000 | P61105 | GST-Rab2 wt beads, Bodipy-GTP binding, flow cytometry | GTP binding activity, % at 10 µM;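 active means GTP binding activity at least 20 points away from 100%, either lowered or raised; inconclusive means signal likely due to the compound's own green fluorescence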;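 further: 0% = beads with excess unlabeled GTP and 100% = no-compound control corrected for plate trend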
GSH bead fluor = compound fluoresces at 488/530 nm on GSH beads; GSH beads flow cytometry, compound fluorescence 488/530 nm; active compounds read high; fluorescence (KMESF) at 10 µM; hit rate 0.25% among 190,000; in the data active means fluorescence above about 89;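 further: glutathione beads carrying GST-tagged Bcl family fusion proteins plus one bare bead set; values are compound well signal with DMSO vehicle wells as background; inactives centre near 16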
Pf gamet viab = inhibitors of late stage P. falciparum gametocyte viability; inhibition, % at 10.9 µM; hit rate 0.065% among 150,000; P. falciparum stage V gametocytes, ATP luminescence, 24 h;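 active means inhibition above the mean plus 3 SD of compounds within the control limits, set per campaign, cut at about 38% in these data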;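 further: 0% = DMSO wells and 100% = medium only without gametocytes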
Rab7 wt modul = alters GTP binding to wildtype dog Rab7; GST-Rab7 beads, fluorescent GTP binding, flow cytometry; actives lie on both sides; untreated = 100%, excess cold GTP = 0%; GTP binding activity (percent of control), % at 10 µM; hit rate 0.055% among 190,000; AID 758;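 active means fluorescent GTP binding to Rab7 beads changed by at least 20 points from the 100% baseline, either direction, mostly lower; inconclusive means compound itself probably fluorescent, or too few beads counted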;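 further: median green fluorescence of bound Bodipy-FL-GTP per Rab7 bead population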
Active calls of the source: *; u = inconclusive; x = not tested or not shown. This is a random part of the collection (roughly 3% active in at least one column).

SMILES	Rac1 wt GTP bind	Rac1 act GTP bind	Cdc42 wt GTP	Mcl1 Bid PPI	Mcl1 Noxa PPI	HRas wt GTP	Avidin fluor	Rab2A wt mod	GSH bead fluor	Pf gamet viab	Rab7 wt modul
CCC(C)C(=O)N1CCCC(c2nc(-c3cccs3)no2)C1 (stereo not given)	95	95	94	-4	7	95	10	96	54	x	99
Cc1ccc(OCCCC(=O)NC(C)c2ccccc2)cc1 (stereo not given)	110	97	105	-21	-21	105	12	101	56	10	105
Cc1ccc(C(C)(C)C)c(OCCCn2ccnc2)c1	106	103	102	10	19	104	4	103	11	5	102
CC(=O)OCCCNc1cc(Sc2ccc(Cl)cc2)c2nonc2c1[N+](=O)[O-]	96	89	96	-10	20	97	13	96	15	1	94
CS(=O)(=O)N1CCC(C(=O)Nc2ccc(C(F)(F)F)cc2)CC1	103	93	99	-5	5	101	9	102	25	17	112
CCCn1c2c(c(O)c(C(=O)NCc3ccccc3)c1=O)CCCC2	98	100	102	1	-4	100	54*	100	15	x	98
O=C(CCc1nc2ccccc2s1)N1CCN(c2ccccc2)CC1	99	95	97	-22	-9	104	17	99	19	3	103
COc1ccc(-n2cc(C(=O)c3ccccc3O)cn2)cc1	97	98	94	-10	-8	97	10	96	26	x	103
Cc1cc(C)nc(NC2=NCC(=O)N2c2cc(Cl)cc(Cl)c2)n1	98	98	100	14	7	99	9	98	12	x	96
CNC(=O)c1cc(Nc2nnc(C)c3ccccc23)ccc1OC	95	94	97	-4	2	96	13	94	23	6	98
COc1nc(Nc2cccc(C)c2)nc(N2CCCCC2)n1	101	98	100	-40	-4	100	13	100	32	x	100
CN1CCc2c(sc3c2c(=O)n(-c2ccccc2)c2nncn32)C1	105	102	105	-15	6	104	7	103	14	x	109
Cc1cccc(NC(=S)NCCc2ccc3c(c2)OCCO3)c1C	98	94	98	-38	9	101	11	101	19	2	112
C#CCOCCOCCOCCNc1nc(N2CCN(C(=O)[C@H](CCC(=O)O)n3cc(C(N)CO)nn3)CC2)nc(N2CCN(C(=O)[C@H](Cc3ccc(O)cc3)n3cc(C(N)CC(C)C)nn3)CC2)n1 (stereo not given in full)	98	97	98	17	28	95	6	95	20	x	94
CCN(Cc1cc2ccccc2[nH]c1=O)C(=O)c1cccnc1	107	98	98	12	-11	101	15	98	29	-8	102
Cc1ccsc1C(=O)Nc1ccc2c(c1)OCCO2	103	102	103	-32	-4	100	16	99	16	-4	100
Cc1ccc(C(=O)c2sc3nc4c(cc3c2N)CCC4)cc1	102	102	100	-47	9	98	3	100	14	-7	102
CCCNC(=O)c1ccccc1NS(=O)(=O)c1ccc2c(c1)OCCO2	95	94	95	-29	12	97	17	95	6	x	99
c1ccc(CC2CCN(c3nc4ccccc4n4nnnc34)CC2)cc1	94	94	94	-11	9	95	8	94	56	0	93
O=C(/C=C/c1ccco1)N1CCCC(c2ccccc2)C1 (stereo not given)	99	95	101	-56	11	96	11	97	25	x	95
O=C(Nc1cccs1)Nc1ccc(F)cc1F	102	103	105	-3	0	103	2	103	5	1	101
CCn1nnnc1SCC(=O)Nc1nc2ccc(OC)cc2s1	101	100	102	12	3	100	7	100	15	x	91
Cc1c(O)ccc2c3c(c(=O)oc12)CCCC3	92	91	91	-18	8	91	26	90	12	x	89
O=C(Nc1ccc([N+](=O)[O-])cc1)N1CCCCC1	101	99	100	-31	5	98	10	99	19	3	100
O=C(NS(=O)(=O)c1ccc(Cl)cc1)c1ccccc1	98	97	94	-11	6	96	13	95	13	-3	88
COc1ccc(CN2C(=O)NC3(CCCc4ccccc43)C2=O)cc1F (stereo not given)	95	93	93	-5	9	93	10	97	13	x	105
CCn1cc(Br)c(C(=O)NC(C)c2ccccc2)n1 (stereo not given)	92	94	99	-1	5	96	14	97	29	x	92
COc1cc(/C=N/NC(=O)CN(CCc2ccccc2)S(=O)(=O)c2ccc(NC(C)=O)cc2)cc(OC)c1OC	92	95	96	8	20	94	14	94	6	17	95
O=C(O)c1cccc(S(=O)(=O)Nc2ccccc2Cl)c1	97	98	101	-12	21	98	8	97	16	x	99
O=C(O)c1ccnc(C(=O)O)c1	110	102	104	-31	4	104	8	102	10	x	103
COc1ccc2cc(CCNC(=O)c3cccc([N+](=O)[O-])c3)c(=O)[nH]c2c1	99	94	94	-17	16	93	7	92	11	-28	96
COc1cc(NC(=O)c2ccc3c(c2)OCCO3)ccc1NC(=O)c1ccco1	u	u	u	0	-12	u	6	u	19	x	u
Cc1cccc(NC(=O)C2NC(=O)CC2c2ccccc2)c1C (stereo not given)	102	97	101	3	-7	101	7	101	14	x	102
Cc1ccc(OC(C)C(=O)N/N=C/c2ccccn2)cc1 (stereo not given)	97	98	97	4	1	95	9	97	20	-3	96
Cc1c(C(=O)NCc2ccoc2)oc2ccc3c(c12)C(=O)CC(C)(C)O3	107	101	101	-15	-7	101	28	103	26	x	100
COc1ccccc1C(=O)N1CCN(Cc2ccc3c(c2)OCO3)CC1	111	102	107	-14	9	103	39	103	19	x	101

Grouped by structure: those above containing an aryl methoxy group (9)
SMILES	Rac1 wt GTP bind	Rac1 act GTP bind	Cdc42 wt GTP	Mcl1 Bid PPI	Mcl1 Noxa PPI	HRas wt GTP	Avidin fluor	Rab2A wt mod	GSH bead fluor	Pf gamet viab	Rab7 wt modul
COc1ccc(-n2cc(C(=O)c3ccccc3O)cn2)cc1	97	98	94	-10	-8	97	10	96	26	x	103
CNC(=O)c1cc(Nc2nnc(C)c3ccccc23)ccc1OC	95	94	97	-4	2	96	13	94	23	6	98
COc1nc(Nc2cccc(C)c2)nc(N2CCCCC2)n1	101	98	100	-40	-4	100	13	100	32	x	100
CCn1nnnc1SCC(=O)Nc1nc2ccc(OC)cc2s1	101	100	102	12	3	100	7	100	15	x	91
COc1ccc(CN2C(=O)NC3(CCCc4ccccc43)C2=O)cc1F (stereo not given)	95	93	93	-5	9	93	10	97	13	x	105
COc1cc(/C=N/NC(=O)CN(CCc2ccccc2)S(=O)(=O)c2ccc(NC(C)=O)cc2)cc(OC)c1OC	92	95	96	8	20	94	14	94	6	17	95
COc1ccc2cc(CCNC(=O)c3cccc([N+](=O)[O-])c3)c(=O)[nH]c2c1	99	94	94	-17	16	93	7	92	11	-28	96
COc1cc(NC(=O)c2ccc3c(c2)OCCO3)ccc1NC(=O)c1ccco1	u	u	u	0	-12	u	6	u	19	x	u
COc1ccccc1C(=O)N1CCN(Cc2ccc3c(c2)OCO3)CC1	111	102	107	-14	9	103	39	103	19	x	101

The listing continues.
SMILES	Rac1 wt GTP bind	Rac1 act GTP bind	Cdc42 wt GTP	Mcl1 Bid PPI	Mcl1 Noxa PPI	HRas wt GTP	Avidin fluor	Rab2A wt mod	GSH bead fluor	Pf gamet viab	Rab7 wt modul
O=C(NNC(=S)Nc1ccc(F)cc1)c1ccccc1OC(F)F	104	98	102	-50	-57	101	6	101	23	x	98
CC(=O)Nc1ccc(S(=O)(=O)NCC(=O)OCC(=O)N2CCc3ccccc32)cc1	103	99	101	-24	1	99	34	100	15	-3	100
CC(C)NC(=O)Nc1cccs1	106	101	107	-31	-6	103	35	104	20	x	98
O=C(COc1ccc(S(=O)(=O)N2CCCC2)cc1Cl)NCc1ccc2c(c1)OCO2	107	101	108	3	4	103	36	102	11	-56	99
O=C(N/N=C/c1c[nH]c2ccccc12)c1cccc([N+](=O)[O-])c1	101	100	101	-12	11	97	27	96	10	-18	97
COc1ccc(Nc2nnc(SCC3CCCO3)s2)cc1 (stereo not given)	100	96	99	-8	28	97	14	96	11	-5	103
COc1ccc(C2=NN(C(=O)CSc3nnc(-c4ccccc4F)o3)C(c3ccco3)C2)cc1 (stereo not given)	101	96	103	-4	15	96	7	96	11	3	99
COc1ccc(Cn2c(=O)n(Cc3ccco3)c(=N)c3c4c(sc32)COC(C)(C)C4)cc1	99	96	96	0	2	97	125*	98	27	-7	98
COc1ccc(OC)c(C(=O)/C=C/c2ccccc2C(F)(F)F)c1	103	100	106	-13	3	106	17	105	22	-9	107
CCCN(CCC)C(=O)CCSCCC(=O)N(CCC)CCC	105	102	105	-41	4	103	2	103	6	-9	100
O=S(=O)(c1ccc(Cl)cc1)N1CCCC1c1nc(-c2cccc(Cl)c2)no1 (stereo not given)	96	95	99	12	-3	98	7	96	67	x	94
Cc1c(Cl)cccc1NC(=O)c1nc(C)n(-c2cc(OC(C)C)c(Cl)cc2Cl)n1	96	93	94	-16	1	94	7	91	58	6	98

Continued; it opens with the three that closed the last part.
SMILES	Rac1 wt GTP bind	Rac1 act GTP bind	Cdc42 wt GTP	Mcl1 Bid PPI	Mcl1 Noxa PPI	HRas wt GTP	Avidin fluor	Rab2A wt mod	GSH bead fluor	Pf gamet viab	Rab7 wt modul
CCCN(CCC)C(=O)CCSCCC(=O)N(CCC)CCC	105	102	105	-41	4	103	2	103	6	-9	100
O=S(=O)(c1ccc(Cl)cc1)N1CCCC1c1nc(-c2cccc(Cl)c2)no1 (stereo not given)	96	95	99	12	-3	98	7	96	67	x	94
Cc1c(Cl)cccc1NC(=O)c1nc(C)n(-c2cc(OC(C)C)c(Cl)cc2Cl)n1	96	93	94	-16	1	94	7	91	58	6	98
CCN(CC)CCNC(=O)c1sc2ncn(CC(=O)Nc3ccc(C)c(Cl)c3)c(=O)c2c1C	104	105	106	5	7	103	12	101	13	14	107
Cc1cccc(N(CC(=O)NCCSc2nc3ccccc3s2)S(=O)(=O)c2ccccc2)c1	104	99	103	-29	11	100	14	99	10	x	103
O=C(NC1CCCCCC1)C1c2ccccc2C(=O)N1Cc1cccs1 (stereo not given)	106	99	103	-3	9	103	3	103	8	-20	107
CCOC(=O)NC(NS(=O)(=O)c1ccccc1)(C(=O)OCC)C(F)(F)F (stereo not given)	102	100	100	-1	-15	102	6	102	12	-1	101
CC(C(=O)Nc1ccccc1-c1ccccc1)N1CCN(Cc2ccccc2)CC1 (stereo not given)	98	94	96	-10	17	100	9	99	15	24	98
CCN(CC)S(=O)(=O)c1cccc(-c2nn(-c3ccccc3)cc2/C=C(\C#N)C(=O)NCc2ccco2)c1	102	100	101	-9	-7	102	7	101	11	17	102
COc1ccccc1C(=O)NC(=O)OCCn1c(C)cnc1[N+](=O)[O-]	107	101	103	-7	-2	101	14	105	10	-17	109
OCC1(CC2CCCCO2)CCN(Cc2nc3ccccc3[nH]2)CC1 (stereo not given)	101	97	101	-23	4	99	13	98	14	-4	98
